Source: PubChem (The Scripps Research Institute Molecular Screening Center)
KLK7 zymogen act: activators of human kallikrein-7 zymogen; purified proKLK7, EDANS-DABCYL substrate fluorescence; 100% is mature enzyme control, 0% vehicle; AID 652039; 370,000 compounds, 0.9% hits; activation, % at 7 µM;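 active = activation above the mean of all tested compounds plus 3 SD, computed per campaign excluding outliers beyond control limits, cut at about 13% in these data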
DDE Tn7 FP inh: inhibitors of Tn7 peptide binding to human fibrin DD(E). inhibition, % at 8.3 µM. 370,000 compounds, 0.13% hits. P02675. FP displacement of FITC-Tn7 peptide from fibrin DD(E); 0% = median of compound wells per plate. AID 720508;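 active = inhibition above the mean of compounds falling within the control limits plus 3 SD of them, cut at about 14% in these data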;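 also: 0% = plate median of compound wells and 100% = 10 µM Aha-Tn7 peptide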
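system = human fibrin DD(E) protein | quantity = DD(E) 2 µM final | medium = Tris/NaCl/CaCl2 buffer, pH 7.8 | also added = labelled Tn7 tracer, 0.1 µM | compound dosing = single point at 8.3 µM | timing = compound with protein 10 min, then 3 h after probe, room temperature | signal = FP measurement | benchmarks = Aha-Tn7 high control | repeats = one replicate per compound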
TDP2 absorb: TDP2 (human) inhibition, absorbance primary screen; O95551; recombinant TDP2, T5PNP hydrolysis, p-nitrophenol absorbance 415 nm; inhibition, % at 12.8 µM; 370,000 compounds, 0.34% hits; AID 720702;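 active = inhibition above the mean of all tested compounds plus 3 SD, set per campaign, cut at about 25% in these data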;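 also: 0% = DMSO with enzyme and 100% = buffer with substrate but no TDP2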
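System – recombinant human TDP2 · Quantity – TDP2 enzyme at 120 nM final · Doses – single concentration, 12.8 µM nominal, with 1% DMSO · Incubation – 2 h at 37 °C · Measured by – epi absorbance of p-nitrophenol freed from T5PNP by hydrolysis · Read-out – % inhibition relative to enzyme-containing and enzyme-free wells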
ADAM10 inh: ADAM10 inhibition, QFRET primary screen; O14672; recombinant ADAM10, EDANS/DABCYL FRET peptide cleavage, 3 h; 370,000 compounds, 0.62% hits; inhibition, % at 7 µM;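 active = inhibition above a per-campaign cutoff equal to the mean of compounds falling between control-based bounds plus 3 SD, cut at about 20% in these data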;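 also: 0% = DMSO wells while the 100% control is not disclosed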
ADAM17 inh: inhibits human ADAM17 | P78536 | recombinant ADAM17, EDANS/DABCYL FRET peptide cleavage | inhibition, % at 6.95 µM | 370,000 compounds, 0.83% hits | AID 720648;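 active = inhibition above the mean of compounds lying between control limits plus 3 SD, set per campaign, cut at about 8.5% in these data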;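 also: 0% = DMSO-only wells as the low control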
ARFGAP1 inhibitor: inhibits rat ARF GTPase activating protein 1 | Q62848 | Arfgap1-stimulated ARF1 GTP hydrolysis, GDP FP detection | inhibition, % at 16.5 µM | 360,000 compounds, 0.26% hits;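 active = inhibition above a per-plate limit, mean inhibition of low control wells plus 3 SD, cut at about 25% in these data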;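 also: 0% = DMSO wells with enzyme and 100% = wells lacking Arfgap1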
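Material: rat Arfgap1 catalytic domain, aa 1-136; also added: human ARF1(Δ1-17)-GTP substrate; compound dosing: one concentration, 16.5 µM, DMSO 1.26%; incubation: GTP hydrolysis reaction 2 h at 25 °C; measured by: Tracer-displacement fluorescence polarization with EDTA stop, 620/688 nm; evaluation: % inhibition from polarization; repeats: one replicate per compound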
ASAP1 GAP inh: blocks human ASAP1-stimulated Arf1 GTP hydrolysis | Q9ULH1 | 360,000 compounds, 0.19% hits | inhibition, % at 16.5 µM | GDP FP detection | AID 624377; in the data active = inhibition above about 25%;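 also: 0% = vehicle with enzyme and substrate and 100% = no enzyme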
LEDGF integ inh: blocks HIV-1 LEDGF/p75-dependent DNA integration. TR-FRET IN-LEDGF/p75 DNA integration, Eu/Cy5. 370,000 compounds, 0.64% hits. inhibition, % at 3.7 µM;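 active = inhibition above the screen-wide mean plus 3 SD, cut at about 13% in these data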;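 also: signal is the Cy5 over europium emission ratio at 671 and 618 nm; 0% = plate median of compound wells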
PLCg1 inh: blocks human PLC-gamma1 enzyme activity; inhibition, % at 12.2 µM; 370,000 compounds, 0.84% hits; purified PLC-gamma1, fluorogenic substrate, fluorescence; AID 720700; P19174; in the data active = inhibition above about 9.5%
Target sequence (P19174 whole entry, looked up): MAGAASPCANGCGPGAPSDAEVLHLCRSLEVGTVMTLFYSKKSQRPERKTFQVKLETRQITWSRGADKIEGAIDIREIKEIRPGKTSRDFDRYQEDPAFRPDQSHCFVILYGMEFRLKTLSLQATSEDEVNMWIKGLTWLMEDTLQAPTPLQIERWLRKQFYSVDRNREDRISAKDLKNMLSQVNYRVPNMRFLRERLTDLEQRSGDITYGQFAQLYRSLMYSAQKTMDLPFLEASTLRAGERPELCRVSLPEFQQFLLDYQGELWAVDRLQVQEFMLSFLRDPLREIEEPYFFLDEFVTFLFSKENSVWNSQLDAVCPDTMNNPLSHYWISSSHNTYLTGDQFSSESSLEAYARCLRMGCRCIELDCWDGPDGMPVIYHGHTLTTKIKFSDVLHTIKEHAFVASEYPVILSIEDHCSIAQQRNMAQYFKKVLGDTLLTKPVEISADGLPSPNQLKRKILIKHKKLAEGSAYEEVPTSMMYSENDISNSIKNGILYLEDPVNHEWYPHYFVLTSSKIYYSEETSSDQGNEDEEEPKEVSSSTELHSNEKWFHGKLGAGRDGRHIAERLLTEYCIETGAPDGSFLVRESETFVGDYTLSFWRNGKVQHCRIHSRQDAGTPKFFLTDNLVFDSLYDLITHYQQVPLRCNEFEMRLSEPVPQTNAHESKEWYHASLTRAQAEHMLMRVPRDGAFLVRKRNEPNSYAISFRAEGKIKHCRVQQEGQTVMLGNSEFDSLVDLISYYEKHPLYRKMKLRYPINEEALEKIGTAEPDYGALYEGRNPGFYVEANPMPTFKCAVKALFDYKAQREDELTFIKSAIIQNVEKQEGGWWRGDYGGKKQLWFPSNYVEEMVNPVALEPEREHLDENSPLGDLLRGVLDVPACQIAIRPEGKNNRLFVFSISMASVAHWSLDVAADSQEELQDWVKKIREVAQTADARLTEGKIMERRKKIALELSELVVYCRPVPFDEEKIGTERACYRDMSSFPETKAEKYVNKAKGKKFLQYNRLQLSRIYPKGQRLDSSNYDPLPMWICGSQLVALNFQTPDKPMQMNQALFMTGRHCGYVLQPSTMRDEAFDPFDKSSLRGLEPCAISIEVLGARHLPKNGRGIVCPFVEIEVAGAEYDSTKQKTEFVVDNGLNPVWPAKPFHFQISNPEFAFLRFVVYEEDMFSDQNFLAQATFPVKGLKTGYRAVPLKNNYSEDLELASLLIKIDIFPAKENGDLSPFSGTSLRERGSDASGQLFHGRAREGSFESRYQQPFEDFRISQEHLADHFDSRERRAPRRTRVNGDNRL
Tn6 DDE FP: DD(E)-Tn6 binding inhibition, primary FP screen. inhibition, % at 8.3 µM. 370,000 compounds, 0.21% hits. Fibrin DD(E) TRITC-Tn6 fluorescence polarization displacement;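 active = inhibition above a per-campaign cutoff: mean of compounds within control limits plus 3 SD, cut at about 15% in these data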;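 also: 0% = median of all compound wells on the plate and 100% = blocking peptide control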
Starred values were filed as active, the others as inactive; i = inactive.

SMILES | KLK7 zymogen act | DDE Tn7 FP inh | TDP2 absorb | ADAM10 inh | ADAM17 inh | ARFGAP1 inhibitor | ASAP1 GAP inh | LEDGF integ inh | PLCg1 inh | Tn6 DDE FP
CCn1c(-c2ccco2)nc2ccccc21 | 0.3 | -3.3 | 3.9 | -11.0 | -6.2 | 1.2 | 8.3 | 1.2 | -0.5 | 3.6
CCOc1ccc(N2C(=O)CC(NCCc3ccncc3)C2=O)cc1 (centres undefined) | 0.6 | 4.9 | -2.4 | -0.7 | -4.0 | -7.6 | 1.2 | -1.6 | -2.4 | -0.4
N#C/C(=C\c1ccccc1)C(=O)N1CCC(C(N)=O)CC1 | 0.2 | -5.2 | -1.8 | 1.2 | -0.2 | -10.6 | -11.6 | 5.2 | 0.9 | 5.6
CCN1CCN(CC(=O)N2N=C(c3cccs3)CC2c2ccc(C)cc2)C(=O)C1=O (centres undefined) | 0.7 | 4.6 | 12.1 | -24.0 | -9.8 | -6.0 | -7.4 | 0.0 | -15.3 | 1.7
CN(CC#CCC(c1ccccc1)c1ccccc1)C(C)(C)C | 0.2 | 0.1 | -1.3 | -3.6 | -4.3 | 0.2 | 0.0 | -1.5 | -2.6 | 1.9
COc1ccc(CN2CCNC(=O)C2CC(=O)N(C)Cc2ccon2)c(F)c1 (centres undefined) | -0.1 | 2.6 | 17.0 | -24.2 | -4.8 | 2.5 | -17.6 | 1.2 | -21.6 | -3.5
COC(=O)c1nc(-n2nc(C)cc2C)ccc1Cl | -0.1 | -3.1 | -1.3 | -2.9 | -3.0 | 0.1 | -4.6 | -1.9 | 0.6 | -2.8
CCOC(=O)CNC(=O)CSc1nc(C)cc(C)c1C#N | 2.1 | -1.3 | -4.0 | -7.5 | -4.2 | -4.3 | -4.0 | 2.3 | -2.3 | 1.6
O=C(Nc1nn[nH]n1)c1cccc([N+](=O)[O-])c1 | -0.2 | -6.3 | -0.8 | 2.5 | -0.3 | -0.2 | 4.4 | 2.7 | 3.0 | 2.4
CCCCC[C@H](C)N1C[C@@H](COCc2ccccc2)Oc2cc(N3CCC[C@H]3COC)ccc2S1(=O)=O | -0.4 | -11.4 | -6.3 | -0.9 | -0.1 | 9.1 | 13.8 | 3.7 | -3.0 | -5.6
CC(C)(C)NC(=O)COc1ccc(CNCc2cccs2)cc1 | 0.0 | 0.2 | 6.9 | -0.8 | 0.0 | -5.8 | -4.6 | 1.4 | 1.9 | -9.7
COc1cc(OC)cc(C(=O)Nc2ccc(Nc3ccccc3)cc2)c1 | 0.6 | -12.5 | 7.2 | 17.5 | 6.5 | 0.3 | 17.1 | -3.8 | -11.8 | -3.6
O=C(Nc1cc2c3c(c1)CC(=O)N3CCC2)c1cccc(F)c1 | 0.4 | 6.1 | -12.6 | -4.6 | -2.0 | 1.9 | -1.4 | -1.8 | -5.4 | -0.9
CC(C)(C)C(=O)NC(C(N)=O)=C(Cl)Cl | 0.0 | 6.3 | 3.6 | -1.1 | -3.4 | -13.3 | 9.2 | 0.8 | 2.6 | 9.9
CCOc1ccc(N=C2NC(=O)S/C2=C\c2ccc(Cl)cc2)cc1 | -0.4 | 1.3 | 2.8 | -5.3 | -1.0 | -0.1 | 2.5 | -1.7 | -1.3 | 4.3
COc1ccc(-c2csc3ncnc(NCCCO)c23)cc1 | 0.2 | -1.1 | -3.5 | -2.9 | -1.4 | 3.5 | 8.3 | -6.4 | -0.3 | 0.3
O=C(CCC1CCCN(C(=O)c2ccc3c(c2)OCO3)C1)NCc1ccc(F)c(F)c1 (centres undefined) | 0.3 | -2.7 | 3.7 | 1.1 | -1.3 | -4.1 | -6.8 | 0.9 | 0.5 | 0.2
Cc1cc(C(=O)Nc2ccc3ccccc3c2)c(C)o1 | 0.2 | -3.6 | 15.1 | 1.0 | 0.8 | -4.0 | -3.3 | -1.6 | -1.0 | 9.4
CS(=O)(=O)c1ccc(Cl)c(NC(=O)COC(=O)c2cccc(S(=O)(=O)N3CCCC3)c2)c1 | -0.2 | 8.3 | 6.1 | -7.7 | 4.6 | 7.0 | -1.1 | 2.5 | 1.7 | 6.1
CCCCN1C(=O)CC(N2CCOCC2)C1=O (centres undefined) | 0.3 | 2.8 | 6.4 | -7.9 | -3.7 | -0.7 | -6.2 | -3.6 | 0.7 | -1.4
N#CCCN(Cc1cccnc1)C(=S)NC(=O)c1ccco1 | -0.2 | -2.6 | 6.1 | -10.5 | -4.3 | 1.2 | -1.3 | -1.6 | -2.2 | 4.5
Cc1ccc(CNc2ccc(N3CCOCC3)c(C(=O)O)c2)s1 | -18.0 | -3.5 | 13.6 | -60.0 | -14.1 | 2.4 | -4.6 | -4.0 | -37.2 | -0.2
CCSc1n[nH]c(=O)[nH]c1=O | 0.1 | -2.5 | -3.7 | -5.6 | -3.3 | -2.4 | 5.6 | 0.7 | -0.3 | -9.6
O=C(Nc1c(F)cc(F)cc1Br)c1cc(S(=O)(=O)N2CCN(c3ccccn3)CC2)ccc1F | -0.9 | 3.5 | 7.7 | 2.3 | 0.3 | -2.1 | -8.2 | -0.1 | -1.4 | -2.8
COc1ccc(CCNC(=O)C(NS(=O)(=O)c2cccc3nsnc23)C(C)C)cc1OC (centres undefined) | 0.3 | 4.1 | 4.1 | -1.5 | -0.4 | 7.2 | -13.7 | 1.2 | 0.7 | 8.4
Cc1noc(C)c1S(=O)(=O)N(C)C[C@H]1Oc2ccc(NC(=O)Cn3cnnn3)cc2C(=O)N([C@H](C)CO)C[C@@H]1C | 0.3 | 0.3 | -0.6 | -12.7 | -1.1 | 15.6 | 3.8 | -0.3 | -2.4 | -4.9
CCC1CCCCN1C(=O)c1cc(S(=O)(=O)N2CCOCC2)ccc1C (centres undefined) | 0.2 | -4.2 | 8.3 | -11.4 | -5.0 | -1.5 | 11.6 | -2.3 | -3.5 | 0.2
CCN1CCN(CC(=O)Nc2cc(C)c(C)cc2[N+](=O)[O-])CC1 | 0.3 | 0.2 | 7.7 | 0.3 | 1.0 | -2.8 | -0.7 | 0.3 | -2.4 | 8.1
Fc1ccc(CSc2nnc(-c3cccnc3)n2Cc2ccco2)cc1 | -0.5 | 0.8 | 7.2 | -0.5 | -1.8 | -3.8 | -7.2 | 2.0 | 1.9 | -1.5
N/C(=N\OC(=O)CCN1C(=O)c2ccccc2C1=O)c1ccccn1 | -0.3 | 0.5 | 8.2 | -1.9 | 0.3 | 3.4 | 3.7 | 0.8 | 1.6 | -4.4
O=C(CCCCCNc1nc(=S)[nH]c2ccccc12)NCCc1ccccc1 | -0.2 | -3.6 | 4.1 | -12.1 | -4.6 | -2.4 | -5.4 | -0.1 | 0.6 | 2.0
CSc1ccc(OCC(=O)Nc2ccc(N3CCOCC3)c(Cl)c2)cc1 | 0.3 | -1.1 | -5.4 | -9.0 | -2.4 | 8.7 | 0.8 | -6.9 | 1.6 | 0.4
CCC(=O)Nc1ccccc1C(=O)N1CCCC1 | 0.0 | -1.8 | 0.0 | 6.3 | -4.2 | 3.6 | 5.0 | -5.6 | -2.1 | 5.9
O=C(NCCNC(=O)c1ccc([N+](=O)[O-])cc1)c1ccncc1 | 0.3 | 0.7 | 12.4 | -0.5 | -1.7 | -10.1 | -9.3 | -0.7 | 1.5 | 2.4
O=C(NC(=S)N1CCOCC1)c1ccccc1Cl | 0.3 | -1.9 | -3.8 | 12.1 | 2.0 | 6.2 | -1.8 | 2.8 | 3.9 | -2.1
CCOc1ccccc1C(=O)N(Cc1sccc1C)C1CCS(=O)(=O)C1 (centres undefined) | 0.1 | -1.4 | 0.7 | -0.3 | -2.2 | 7.2 | 0.3 | 0.6 | -2.4 | -7.7
CCCCn1c(N)c(N(CCOC)C(=O)CCCc2nc3ccccc3c(=O)[nH]2)c(=O)[nH]c1=O | 0.1 | 3.3 | 7.8 | -4.2 | -2.2 | 5.2 | -2.0 | 2.7 | 4.8 | -2.1
O=C(CN1C(=O)CSCC1=O)Nc1ccc2c(c1)OCO2 | -0.7 | 3.8 | -2.4 | 6.5 | 0.9 | -0.9 | -9.4 | 8.2 | 3.5 | 0.8
COc1cccc(CN(C(=O)c2cc3ccccc3oc2=O)C2CCS(=O)(=O)C2)c1 (centres undefined) | -0.2 | -1.8 | 5.9 | -11.4 | -1.1 | -1.1 | -2.1 | -1.8 | -0.4 | 4.5
COCCN(C(=O)COC(=O)c1ccc2[nH]c(C)c(C)c2c1)c1c(N)n(Cc2ccccc2)c(=O)[nH]c1=O | -1.1 | 2.5 | 6.2 | -9.9 | -0.4 | 1.9 | 6.0 | 0.7 | -20.8 | 1.9
CS(=O)(=O)c1sc2nc(-c3ccccc3)cc(-c3ccccc3)c2c1N | -70.8 | -0.1 | 6.4 | -97.7 | -33.1 | 15.3 | -1.9 | -1.4 | i | -7.3
O=C(O)CSCc1nc2ccccc2s1 | 0.1 | 1.7 | 1.5 | -3.0 | -5.1 | 10.5 | 4.2 | 2.1 | 0.2 | 1.6
Cc1cc(C)c2c(=O)n(-c3ccccc3)[nH]c2n1 | -0.9 | 0.3 | -19.7 | 4.1 | 7.1 | 8.3 | 8.9 | 3.0 | -2.4 | 3.8
O=C(Nc1ccc(F)cc1F)N1CCN(C/C=C/c2ccccc2)CC1 | -0.3 | -1.5 | -4.6 | -0.6 | -0.8 | 8.3 | -2.4 | 0.4 | 0.5 | 6.5
COC(=O)CSc1nc2c(c(=O)[nH]c(=O)n2C)n1CCC(C)C | 0.3 | 1.2 | -5.0 | -1.4 | 1.9 | 10.4 | -11.7 | 1.2 | 1.4 | 8.1
CC(=O)CC(=O)Nc1cccc2c1CCCC2 | 0.4 | -1.9 | -12.8 | 1.4 | -3.5 | -0.8 | -2.4 | 0.3 | 1.2 | -1.9

Only ASAP1 GAP inh and DDE Tn7 FP inh, for some of the entries so far:
smiles	ASAP1 GAP inh	DDE Tn7 FP inh
CS(=O)(=O)c1sc2nc(-c3ccccc3)cc(-c3ccccc3)c2c1N	-1.9	-0.1
Cc1cc(C)c2c(=O)n(-c3ccccc3)[nH]c2n1	8.9	0.3
O=C(Nc1ccc(F)cc1F)N1CCN(C/C=C/c2ccccc2)CC1	-2.4	-1.5
